Screening data deposited in PubChem by several laboratories.
STEP block – STEP (human) phosphatase inhibition; P54829; recombinant STEP, OMFP fluorogenic substrate, fluorescence; inhibition, % at 20 µM; actives 0.25% (n = 360,000);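 active = inhibition at 20 µM, scaled per plate between control wells, above about 37%, limit read from the data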;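 note: 0% = DMSO with enzyme and substrate and 100% = substrate only without enzyme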
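Test system: STEP tyrosine phosphatase / Reagent: OMFP at 25 µM / Doses: 20 µM, 1% DMSO / Read-out: percent inhibition scaled to no-enzyme and uninhibited-enzyme controls, plate-pattern corrected / Detection: FITC-channel fluorescence of OMFP product / Medium: Bis-Tris buffer pH 6.0, 2.5 mM DTT, 0.005% Tween 20 / Schedule: 20 min at room temperature, dark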
Rpn11 inh – inhibitors of human proteasome Rpn11. AID 588493. O00487. actives 0.59% (n = 360,000). human 26S proteasome, Ub4-pepOG fluorescence polarization; 20S core pre-blocked with epoxomicin. calls only at 20 µM;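 active = inhibition at 20 µM, scaled to each plate's controls, above about 33%, limit read from the data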
Target sequence (O00487 whole entry, looked up): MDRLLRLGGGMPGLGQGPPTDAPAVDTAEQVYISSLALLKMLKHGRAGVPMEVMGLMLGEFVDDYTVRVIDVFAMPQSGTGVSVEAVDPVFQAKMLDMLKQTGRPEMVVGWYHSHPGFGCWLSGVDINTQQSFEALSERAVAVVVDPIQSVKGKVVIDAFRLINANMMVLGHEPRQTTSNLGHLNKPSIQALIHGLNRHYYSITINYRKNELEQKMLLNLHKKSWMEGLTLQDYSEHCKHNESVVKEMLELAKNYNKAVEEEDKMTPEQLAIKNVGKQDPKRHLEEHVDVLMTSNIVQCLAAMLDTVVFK
Scp1 inh – blocks human Scp-1 phosphatase activity | Recombinant Scp1, phosphopeptide, malachite green phosphate absorbance | inhibition, % at 20 µM | AID 493091 | Q9GZU7 | actives 0.88% (n = 340,000);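 active = inhibition above about 50% at 20 µM, limit read from the data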;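 note: plate controls were DMSO wells with enzyme for no effect and wells lacking enzyme for full effect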
Target sequence (Q9GZU7 76-261 limits assumed): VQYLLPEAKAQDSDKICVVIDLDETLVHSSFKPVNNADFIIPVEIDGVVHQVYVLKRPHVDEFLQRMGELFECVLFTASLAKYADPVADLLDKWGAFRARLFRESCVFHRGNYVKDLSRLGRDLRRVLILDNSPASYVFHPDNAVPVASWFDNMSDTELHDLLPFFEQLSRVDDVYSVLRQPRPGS
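System: truncated SCP-1 phosphatase (76-261aa); medium: Tris acetate buffer pH 5.5 with MgCl2 and Tween-20; incubation: 45 min room-temperature reaction, 5 min colour, 30 min stabiliser; compound: single 20 µM dose, 1% DMSO; reagent: Phosphorylated 17-residue peptide substrate; read-out: % inhibition at 20 µM; technique: colorimetric free-phosphate detection, absorbance 630 nm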
DNMT1 inh – inhibitors of human DNMT1. DNMT1 molecular beacon, Hinp1I cleavage, fluorescence. actives 0.83% (n = 360,000). P26358. inhibition (reported as % activation of signal), % at 10 µM; in the data active = inhibition above about 50%
LMPTP block – LMPTP (human) inhibition. P24666. recombinant LMPTP-A, OMFP fluorogenic substrate, fluorescence intensity. inhibition, % at 20 µM. actives 0.22% (n = 360,000);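 active = compounds that cut the enzyme signal by at least half of the control window in the single-dose screen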;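 note: plate controls were DMSO wells with enzyme plus substrate for no effect and substrate without enzyme for full effect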
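Assay system: LMPTP-A phosphatase enzyme | Input: 0.625 nM enzyme | Also added: Fluorogenic phosphatase substrate OMFP at 400 µM final | Compound dosing: One test concentration per compound, 20 µM, with 3% DMSO overall | Schedule: 50 min enzyme reaction at room temperature, protected from light | Signal: Fluorescence intensity | Benchmarks: no-enzyme and uninhibited controls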
MsrA inhibitor – inhibits bovine methionine sulfoxide reductase A; purified bovine MsrA, absorbance read-out; inhibition, % at 15.5 µM; actives 0.75% (n = 360,000); AID 651718; in the data active = inhibition above about 4.5%;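 note: 0% = vehicle wells with enzyme and 100% = reference inhibitor wells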
CSN inh – inhibitors of human CSN-mediated cullin deneddylation; Purified CSN, SCF-Nedd8-OG deneddylation, fluorescence polarization; Q92905; actives 0.38% (n = 360,000); inhibition, % at 12.5 µM;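 active = pattern-corrected inhibition above about 35%, with an unprinted fluorescence ratio check between 0.5 and 1.5, limit read from the data, passing the limit was not always enough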;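 note: 0% = enzyme with substrate and 100% = substrate without enzyme; some results filed as inactive read as strong as hits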
Target sequence (Q92905 whole entry, looked up, one chain of several): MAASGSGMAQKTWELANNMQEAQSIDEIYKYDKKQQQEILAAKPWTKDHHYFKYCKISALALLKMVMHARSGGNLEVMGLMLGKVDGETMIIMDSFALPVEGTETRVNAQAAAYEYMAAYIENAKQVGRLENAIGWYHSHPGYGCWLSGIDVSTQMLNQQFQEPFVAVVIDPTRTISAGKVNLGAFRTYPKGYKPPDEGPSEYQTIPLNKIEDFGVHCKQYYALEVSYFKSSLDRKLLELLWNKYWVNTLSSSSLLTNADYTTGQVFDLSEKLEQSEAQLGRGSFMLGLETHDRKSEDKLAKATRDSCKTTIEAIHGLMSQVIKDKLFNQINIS
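Test system: purified human Csn5 enzyme expressed in HEK293T cells. Amount: 0.24 nM enzyme. Reagent: SCFSkp2-Nedd8OG substrate at 10 nM final. Schedule: 90 min incubation of compound, enzyme and substrate at room temperature. Detection: fluorescence polarization. Read-out: % inhibition of substrate cleavage by Csn5.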
NadD inh – NadD (S. aureus) enzyme inhibition. purified NadD enzyme, colorimetric absorbance read-out. inhibition, % at 20 µM. AID 602399. actives 0.78% (n = 360,000); in the data active = inhibition above about 26%; note: some compounds past the cut are filed as inactive
TbMetRS inhib – blocks T. brucei methionyl-tRNA synthetase activity; purified T. brucei MetRS, ATP depletion, Kinase-Glo luminescence; inhibition, % at 11.9 µM; actives 0.4% (n = 360,000);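 active = inhibition above a per-plate cutoff of the control wells' mean inhibition plus 3 SD, cut at about 5.5% in these data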;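 note: 0% = DMSO wells median and 100% = median of wells with control inhibitor compound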
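Test system – parasite MetRS enzyme · Reagent – substrates ATP, L-methionine and bulk Escherichia coli tRNA · Doses – 11.9 µM compound single dose, 0.9% DMSO · Times – 15 min enzyme-compound preincubation, 2 h reaction, 10 min detection, 25 °C · Signal – Kinase-Glo luminescence, ATP depletion format · Controls – DMSO-only wells as low control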
SUMO1-SIM PPI – modulators of human SUMO1-mediated protein-protein interactions. P63165. SUMO1 binding to a labelled peptide, TR-FRET, 1 h. inhibition, % at 20 µM. actives 0.33% (n = 360,000). AID 602429; in the data active = inhibition above about 37%
Target sequence (P63165 whole entry, looked up): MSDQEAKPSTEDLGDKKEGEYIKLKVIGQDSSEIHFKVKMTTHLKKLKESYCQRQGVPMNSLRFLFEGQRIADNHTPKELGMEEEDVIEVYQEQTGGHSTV
The depositor's hits bear a star; i = inactive; · = no result given.

SMILES	STEP block	Rpn11 inh	Scp1 inh	DNMT1 inh	LMPTP block	MsrA inhibitor	CSN inh	NadD inh	TbMetRS inhib	SUMO1-SIM PPI
O=C(NC1CC1)C1=C[C@H](c2coc3ccccc3c2=O)C[C@H](OCCCCO)O1	-1	i	-6	-1	-0.8	1.6	1	-2	-0.4	-3
Cc1cc(N2CCC(C(=O)NC3CCCCC3)CC2)nc(-c2ccccc2)n1	2	i	-5	-4	1.6	-0.1	-1	0	-0.5	-2
N#Cc1cccc(C#N)c1N1CCC(C#N)CC1	-2	i	-9	-2	-1.1	-0.2	-1	-1	-0.2	-3
COc1cccc(OC)c1/C(O)=C(\C#N)c1nc2ccccc2[nH]1	0	i	13	0	-0.1	0.3	5	6	-1.4	-2
CC(=O)C1=C(O)C(=O)N(CCC(=O)O)C1c1ccccc1[N+](=O)[O-] (centres undefined)	0	i	-6	-2	-0.4	1.8	-3	1	0.0	2
O=[N+]([O-])c1cc(-c2n[nH]c(-c3ccccc3)n2)cc([N+](=O)[O-])c1	4	i	3	-1	-1.8	1.6	-2	-2	-0.8	-19
COC(=O)C(=Cc1ccc(OCc2ccc([N+](=O)[O-])cc2)c(OC)c1)C(=O)OC	2	i	0	-5	2.9	0.2	10	-11	-0.7	-17
O=C(N=Nc1c(O)[nH]c2ccc([N+](=O)[O-])cc12)c1ccccc1Cl	73*	i	99*	6	28	1.2	3	-3	0.1	18
COC(=O)c1ccc(OCC(O)CN2C(=O)NC(C)(C)C2=O)cc1 (centres undefined)	-3	i	-2	0	0.4	0.3	0	4	-0.7	0
Cc1nc2ccc(N3C(=O)CCC3=O)cc2[nH]1	0	i	6	0	-1.2	0.6	-3	-1	-0.2	1
COc1cc(CC(=O)OCC(=O)NC2CCCCC2)cc(OC)c1OC	3	i	-10	1	-0.7	-0.9	-10	-6	-0.6	-2
CCOC(=O)NC(=O)CSc1nc2ccc(OCC)cc2[nH]1	-2	i	-6	-2	-1.6	0.5	3	-7	-1.1	1
CCCN1Cc2cccc(C(=O)Nc3ccc(CN4CCCC4)cc3)c2C1=O	3	i	-3	0	10	0.0	-1	3	-0.1	-4
O=C(CCCc1ccccc1)Nc1ccc(Br)cc1F	-1	i	13	2	0.1	·	6	-8	-0.5	-5
CNC(=O)NC(=O)CSc1nc(-c2cccs2)c(C#N)c(=O)[nH]1	1	i	-9	2	-1.3	2.5	0	2	0.2	1
Cc1ccc(C2c3sc(=O)[nH]c3SC3C(=O)NC(=O)C32)cc1 (centres undefined)	-2	i	-10	4	-14	2.0	3	-6	-0.5	-6
COc1ccc(/C=N\NC(=O)CNC(=O)C(c2ccccc2)c2ccccc2)cc1[N+](=O)[O-]	1	i	-5	0	1.7	-1.3	-2	12	-0.6	-17
N#Cc1cc(N)c(Nc2ccccc2)cc1C#N	1	i	-2	-5	0.7	2.0	7	2	8.2*	-16
CN(c1ccccc1)S(=O)(=O)c1ccc(C(=O)Nc2ncccc2O)cc1	1	i	-4	-4	0.0	-1.2	0	0	-0.5	-11
CCOC(=O)C1=NOC(CNC(=O)c2c(-c3ccccc3Cl)noc2C)C1 (centres undefined)	-1	i	-7	4	-1.4	0.1	5	-7	0.0	-4
Cc1ccc(-c2cc(C(=O)N3CCCCCC3)no2)cc1	0	i	-2	1	0.8	-2.4	-2	-2	0.0	3
COc1ccccc1Nc1nnc(SCc2cc(=O)n3cc(C)ccc3n2)s1	2	i	-4	1	0.7	1.5	4	9	-0.4	-8
Cc1ccc(OCCCCN2CCCCC2)cc1	-4	i	-2	0	-0.2	-0.6	-5	-8	-0.5	2
O=C(OCc1ccccc1)N1CCN(C(c2ccnc3ccccc23)c2nnnn2-c2ccc3c(c2)OCCO3)CC1 (centres undefined)	·	·	·	·	2.4	1.5	-4	9	-1.0	-1

Reprinted at random: 2 compounds from above
SMILES	STEP block	Rpn11 inh	Scp1 inh	DNMT1 inh	LMPTP block	MsrA inhibitor	CSN inh	NadD inh	TbMetRS inhib	SUMO1-SIM PPI
O=C(NC1CC1)C1=C[C@H](c2coc3ccccc3c2=O)C[C@H](OCCCCO)O1	-1	i	-6	-1	-0.8	1.6	1	-2	-0.4	-3
CN(c1ccccc1)S(=O)(=O)c1ccc(C(=O)Nc2ncccc2O)cc1	1	i	-4	-4	0.0	-1.2	0	0	-0.5	-11

Part of the list above, bar-delimited.
mol | STEP block | Rpn11 inh | Scp1 inh | DNMT1 inh | LMPTP block | MsrA inhibitor | CSN inh | NadD inh | TbMetRS inhib | SUMO1-SIM PPI
COC(=O)c1ccc(OCC(O)CN2C(=O)NC(C)(C)C2=O)cc1 (centres undefined) | -3 | i | -2 | 0 | 0.4 | 0.3 | 0 | 4 | -0.7 | 0
Cc1nc2ccc(N3C(=O)CCC3=O)cc2[nH]1 | 0 | i | 6 | 0 | -1.2 | 0.6 | -3 | -1 | -0.2 | 1
COc1cc(CC(=O)OCC(=O)NC2CCCCC2)cc(OC)c1OC | 3 | i | -10 | 1 | -0.7 | -0.9 | -10 | -6 | -0.6 | -2
CCOC(=O)NC(=O)CSc1nc2ccc(OCC)cc2[nH]1 | -2 | i | -6 | -2 | -1.6 | 0.5 | 3 | -7 | -1.1 | 1
CCCN1Cc2cccc(C(=O)Nc3ccc(CN4CCCC4)cc3)c2C1=O | 3 | i | -3 | 0 | 10 | 0.0 | -1 | 3 | -0.1 | -4
O=C(CCCc1ccccc1)Nc1ccc(Br)cc1F | -1 | i | 13 | 2 | 0.1 | · | 6 | -8 | -0.5 | -5
CNC(=O)NC(=O)CSc1nc(-c2cccs2)c(C#N)c(=O)[nH]1 | 1 | i | -9 | 2 | -1.3 | 2.5 | 0 | 2 | 0.2 | 1
Cc1ccc(C2c3sc(=O)[nH]c3SC3C(=O)NC(=O)C32)cc1 (centres undefined) | -2 | i | -10 | 4 | -14 | 2.0 | 3 | -6 | -0.5 | -6
COc1ccc(/C=N\NC(=O)CNC(=O)C(c2ccccc2)c2ccccc2)cc1[N+](=O)[O-] | 1 | i | -5 | 0 | 1.7 | -1.3 | -2 | 12 | -0.6 | -17
N#Cc1cc(N)c(Nc2ccccc2)cc1C#N | 1 | i | -2 | -5 | 0.7 | 2.0 | 7 | 2 | 8.2* | -16
CN(c1ccccc1)S(=O)(=O)c1ccc(C(=O)Nc2ncccc2O)cc1 | 1 | i | -4 | -4 | 0.0 | -1.2 | 0 | 0 | -0.5 | -11
CCOC(=O)C1=NOC(CNC(=O)c2c(-c3ccccc3Cl)noc2C)C1 (centres undefined) | -1 | i | -7 | 4 | -1.4 | 0.1 | 5 | -7 | 0.0 | -4
Cc1ccc(-c2cc(C(=O)N3CCCCCC3)no2)cc1 | 0 | i | -2 | 1 | 0.8 | -2.4 | -2 | -2 | 0.0 | 3

Carrying on.
SMILES	STEP block	Rpn11 inh	Scp1 inh	DNMT1 inh	LMPTP block	MsrA inhibitor	CSN inh	NadD inh	TbMetRS inhib	SUMO1-SIM PPI
Cc1nn(-c2ccccc2)c(/N=C/c2ccc(O)cc2)c1-c1ccccc1	-1	i	-13	0	-1.1	2.3	-3	-1	-0.1	-2
CCOc1ccc(-n2c(C)c(C(C)=O)c3cc(O)ccc32)cc1	0	i	-10	7	-1.5	1.2	2	5	-0.3	7
C=C1C(=O)[C@@]23[C@H](O)C[C@@H]4C(C)(C)CC[C@H](O)[C@@]4(C)[C@@H]2CC[C@@H]1[C@H]3O	0	i	-1	6	-0.3	0.0	1	3	-0.3	-2
COc1ccc(CNCCS(=O)(=O)NCc2ccc(OC)cc2)cc1	-3	i	-14	2	-2.1	1.4	2	-2	0.2	4
O=C(NCc1ccncc1)c1cccc(S(=O)(=O)Nc2ccc(SC(F)F)cc2)c1	0	i	-4	-1	-0.1	-1.2	-4	9	-0.3	-1
COc1cccc(/C=C/C(=O)OCC(=O)Nc2ccc3c(c2)OCCO3)c1	-1	i	·	-1	0.4	0.2	-7	-2	-0.2	-18
O=C(Cn1cnc(Cl)c1Cl)c1ccccc1	-2	i	4	2	-0.6	1.0	8	-5	-0.7	3
COc1cccc(CC(=O)N2CCCC(CO)(Cc3ccc(F)cc3F)C2)c1 (centres undefined)	-5	i	-6	-2	-0.3	0.6	2	-6	-0.7	3
Cc1ccc(-c2noc(CNC(=O)COc3ccccc3C)n2)cc1	1	i	-7	3	1.9	-0.2	-5	-8	-0.6	-1
COCCN1C[C@@H](CO)O[C@@H](n2cnc3c(N(C)C(C)C)ncnc32)C1	-1	i	·	-3	-0.3	0.3	-2	0	-0.2	-4
Cc1ccc(S(=O)(=O)N2CCOC2CNC(=O)C(=O)NCCc2ccccc2)cc1 (centres undefined)	1	i	40	0	-1.4	0.0	1	-10	0.1	-2
CCN(CC)S(=O)(=O)c1ccc2c(c1)nc(CCC(=O)Nc1ccc3c(c1)OCO3)n2C	1	i	-5	-11	3.1	1.3	-3	0	0.2	6
Cc1ccccc1-c1nnc(SCC(=O)NCC2CCCO2)o1 (centres undefined)	0	i	-5	4	-1.1	-0.7	-1	-1	0.1	0
CNS(=O)(=O)c1cccc(C(=O)Nc2cccnc2)c1	1	i	-2	4	-0.1	0.8	0	3	-0.7	-1
CCOc1ccc(C(=O)Nc2ccc3c(c2)C(=O)NC3=O)cc1	13	i	16	39	2.9	-0.3	2	2	-0.3	5
CC1=C(C(=O)N(C(C)C)C(C)C)CC(CC(=O)NC2CCCCC2)C(=O)N1Cc1ccc(C(C)(C)C)cc1 (centres undefined)	0	i	·	-20	-0.2	0.6	1	-6	-0.9	2
O=C1CCN(Cc2ccccc2)S(=O)(=O)c2ccc(C(F)(F)F)cc21	1	i	-11	0	1.7	0.1	-3	-12	0.3	1
Cc1ccc(C(=O)/C=C/c2ccc3c(c2)OCO3)o1	3	i	2	1	0.6	1.2	2	-1	-1.4	-16
CCN(C(=O)COC(=O)c1ccc2c(c1)OCO2)c1ccc(F)cc1	-2	i	-3	1	0.2	1.6	0	-4	-0.3	-3
CC(C)c1nc(SCC(=O)Nc2ccc3c(c2)OCO3)n[nH]1	2	i	-15	-2	-3.6	-0.3	-1	0	-0.3	1
CCn1ccnc1C(O)c1ccc(N(C)C)cc1 (centres undefined)	-1	i	-13	1	-2.0	-0.2	-3	-7	-1.1	0
CCOC(=O)c1c(C)n(OCc2ccccc2)c2ccc3c(no[n+]3[O-])c12	2	i	0	-3	1.0	-0.6	-4	0	-1.4	4
O=C(c1ccccc1)N1CCN(c2ccc([N+](=O)[O-])c(NCc3cccnc3)c2)CC1	2	i	-7	1	3.6	1.1	-5	-1	0.9	-24

An unsorted share of the library (roughly 3.9% active in at least one column).
